Bioassay records from PubChem.
RBX1-CUL1 inh = human ROC1-CUL1 E3 ligase inhibition; hit rate 0.6% among 140,000; inhibition, % at 10 µM; P62877+Q13616; in vitro K48 di-Ub FRET, acceptor:donor ratio, 45 min; in the data active = inhibition above about 25%
Target sequence (P62877 whole entry, looked up): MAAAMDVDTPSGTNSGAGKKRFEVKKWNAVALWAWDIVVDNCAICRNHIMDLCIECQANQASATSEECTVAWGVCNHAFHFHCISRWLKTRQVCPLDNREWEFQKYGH
Target sequence (Q13616 whole entry, looked up): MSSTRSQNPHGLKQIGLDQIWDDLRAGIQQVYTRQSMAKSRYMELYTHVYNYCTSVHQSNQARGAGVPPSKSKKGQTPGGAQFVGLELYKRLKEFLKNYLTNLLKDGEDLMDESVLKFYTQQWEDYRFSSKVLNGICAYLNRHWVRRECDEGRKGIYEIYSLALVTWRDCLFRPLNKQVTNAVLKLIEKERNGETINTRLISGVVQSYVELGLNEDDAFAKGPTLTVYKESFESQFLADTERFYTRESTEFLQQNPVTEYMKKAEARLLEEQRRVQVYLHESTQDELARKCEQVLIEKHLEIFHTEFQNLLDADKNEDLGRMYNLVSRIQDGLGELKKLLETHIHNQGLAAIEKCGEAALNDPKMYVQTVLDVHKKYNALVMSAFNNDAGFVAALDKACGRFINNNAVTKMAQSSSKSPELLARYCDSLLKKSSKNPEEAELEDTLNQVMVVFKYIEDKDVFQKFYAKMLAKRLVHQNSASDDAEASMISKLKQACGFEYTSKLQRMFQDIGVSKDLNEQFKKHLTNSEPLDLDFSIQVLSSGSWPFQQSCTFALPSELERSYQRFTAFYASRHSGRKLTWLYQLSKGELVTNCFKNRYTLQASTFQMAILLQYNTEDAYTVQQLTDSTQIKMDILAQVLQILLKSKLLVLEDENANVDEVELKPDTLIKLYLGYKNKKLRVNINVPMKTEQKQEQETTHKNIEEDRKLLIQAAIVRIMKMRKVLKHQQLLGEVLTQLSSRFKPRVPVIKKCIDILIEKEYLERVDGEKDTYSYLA
* hit, by the source's call. Not all compounds are listed (hit frequency here may not be typical).

RBX1-CUL1 inh	Structure
8	N#CC1C(=N)C(C#N)(C#N)C(c2ccco2)C2CN(Cc3ccccc3)CC=C12 (stereo not given)
-13	C/C(=N\Nc1ccc([N+](=O)[O-])cc1)c1ccco1
-4	Cc1cccc(OC(=O)C23CCC(C)(C(=O)O2)C3(C)C)c1C (stereo not given)
2	CCc1oc2ccccc2c(=O)c1C(=O)c1ccco1
4	CC(=O)NNc1cc(=O)c2c(=O)n(C)c(=O)n(C)c2[nH]1
-10	O=C(Cn1ccc2cc(S(=O)(=O)N3CCCC3)ccc21)NCc1ccc(Cl)cc1
13	Cc1cc(O)ccc1NC(=O)c1ccc2c(c1)C(=O)N(Cc1cccnc1)C2=O
-12	COc1cccc(-c2cc(CC3(O)CCN(C4Cc5ccccc5C4)CC3)on2)c1
-3	Cc1nc(CN2CCN(C(=O)Cn3nnnc3CN3CCCC3)CC2)cs1
-5	COCCN1C(=O)C(C(c2ccc(OC)cc2)N2CCCCC2)C(=O)C=C1C (stereo not given)
-2	CCc1ccc2ncc(S(=O)(=O)c3ccc(Cl)cc3)c(N3CCN(CC)CC3)c2c1
3	COCC(=O)Nc1cc(C(=O)NCC2(c3ccccc3)CCCC2)c2c(c1)nc(-c1ccncc1)n2C
1	Cc1ccccc1-n1c(SCC(=O)Nc2ccccc2)nc2sc3c(c2c1=O)CCC3
-3	CC(C)COC(=O)c1ccc(NCN2C(=O)c3ccccc3C2=O)cc1
-3	Cc1cccc(N2C(=NC(=O)c3ccc(Br)cc3)SC3CS(=O)(=O)CC32)c1 (stereo not given)
-7	O=C(NN=C1CCCCCCCCCCC1)c1ccc([N+](=O)[O-])cc1
3	COc1cc(CNc2ccc(F)c(Cl)c2)ccc1OCC(=O)NC1CCCCC1
-1	CCOC(=O)n1c(SC)nc2ccccc21
-2	COc1ccccc1NC(=O)Cn1c(=O)n(CC2CCC(C(=O)NCCc3ccccc3)CC2)c(=O)c2ccccc21 (stereo not given)
1	Nc1ccc(-c2nnc(SCC(=O)Nc3ccc(Br)cc3)n2Cc2ccccc2)cc1
-9	CCOc1ccccc1CNC(=O)CSc1n[nH]c(-c2ccccc2)n1
1	COc1ccc(C(=O)N2CCCC2)c(OC2CCN(Cc3cccc(C)n3)CC2)c1
8	COc1ccc(Oc2cc(NC(=O)Cn3cc([N+](=O)[O-])cn3)cc([N+](=O)[O-])c2)cc1
21	CN(Cc1ccccn1)Cc1nc(-c2ccccn2)no1
-6	COc1ccc(Oc2ccc(NC(=O)CCC(=O)O)cc2)cc1
12	O=C(CN(Cc1ccc(Cl)cc1Cl)S(=O)(=O)c1ccccc1)Nc1ccccc1Br
3	COCCN(C(=O)C1CCC(=O)N(CCCN2CCCC2=O)C1)C(C)C (stereo not given)
6	Cc1sc2ncn(N)c(=N)c2c1C
-1	CCn1c(CN2CCCCC2)nc2cc(NC(=O)COc3ccccc3C(C)(C)C)ccc21
7	O=C(C1CCC(O)CC1)N1CCC(C2CCN(Cc3cccc(F)c3F)CC2)C1 (stereo not given)
8	Cc1nc(C2CCCN(C(=O)c3cc(-c4ccc(C)o4)[nH]n3)C2)cc(=O)[nH]1 (stereo not given)
0	CSc1nc2sc3c(c2c(=O)n1-c1ccccc1C)CCC(C(C)(C)C)C3 (stereo not given)
-2	CCCCn1c(=O)c2oc3ccccc3c2n(Cc2cccc(F)c2)c1=O
85*	N#CC1C(=N)Oc2cc(O)c(C=Nc3cc(C(F)(F)F)ccc3Cl)cc2C1c1ccco1 (stereo not given)
-9	C=CCc1cc(/C=C2/SC(=O)N(C(C)CC)C2=O)cc(OC)c1OCC(=O)OC (stereo not given)
8	COc1ccc(-c2csc3nc4c5ccccc5c(-c5ccc(F)cc5)nn4c(=O)c23)cc1
-3	COc1cccc(Cn2c(C)c(CNCc3ccccc3Cl)c(C(=O)O)c2C)c1
5	Cc1ccc(NC(=O)c2sc(Cl)nc2-c2ccccc2)c(C)c1
-2	CCc1ccccc1NC(=O)Cn1nc(C)c2nn(-c3ccc(Cl)cc3)c(C)c2c1=O
-4	CCn1cc(CNC(=O)c2cccnc2)cn1
-1	CCCS(=O)(=O)NCc1cc(NS(=O)(=O)c2cccc(C(F)(F)F)c2)cc(C(=O)OC)c1
-1	CC(=O)NNc1[nH]c2c(c(=O)c1[N+](=O)[O-])c(=O)n(C)c(=O)n2C
-10	NC(=O)C1(C(=O)N2CCCC(Nc3ccc(F)c(F)c3)C2)CC1 (stereo not given)
-4	COc1ccc(NC(=O)c2cc(C3CC3)nc3c2c(C)nn3-c2ccccc2)c(OC)c1
-8	O=C1Oc2ccccc2C(O)C1=NC(=O)c1ccccc1Cl (stereo not given)
14	CCC(CC)NC(=O)Nc1cccc2ccccc12
3	COc1ccc(NC(=O)Cc2cccs2)c(OC)c1
0	COc1ccc(C(=O)C2C(=O)C(=O)N(CCCN(C)C)C2c2ccncc2)c(C)c1 (stereo not given)
-3	O=C1N=C2SCC3COc4ccc5ccccc5c4C3C2S1 (stereo not given)
-14	CCN(CC)S(=O)(=O)c1ccc(NC(=O)c2ccccc2OC)cc1

(further entries)
RBX1-CUL1 inh	Structure
-8	Cc1ccccc1NC(=O)Cn1nnc(C(=O)NCCc2ccccc2)c1N
4	CCOc1cc(Br)c(/C=C2\C(=O)NC(=S)N(c3ccc(F)cc3)C2=O)cc1OC
-11	Cc1cc(OCC(=O)Nc2nc(-c3ccccc3)cs2)ccc1Cl
-4	CCc1noc(C)c1C(=O)N1CCN(S(C)(=O)=O)CC1
7	CCCc1nnc2sc(-c3cccc(N(C)C)c3)nn12
8	COc1ccc(CNC(=O)c2ccc(Cl)cc2)cc1
5	Cc1ccc(NC(=O)CN2C(=O)CCc3ccccc32)cc1C
-6	COC(=O)N=c1n(CC(=O)c2ccc(OC)cc2)c2ccccc2n1Cc1ccccc1
-1	CCCCC(CC)C(=O)Nc1nc2ccccc2s1 (stereo not given)
10	CC1CCN(C(=O)Cn2cnc3c(sc4nc5c(cc43)COC(C)(C)C5)c2=O)CC1
-11	COc1ccc(N2C(=S)NC(=NC(/C=C/c3ccc(Cl)cc3Cl)C(C)(C)C)C23CCCCC3)cc1 (stereo not given)
-7	O=C(CSc1nnc(SCC(=O)c2ccc(Br)cc2)c2[nH]cnc12)c1ccc(Br)cc1
-4	CC(=O)c1nn(-c2ccc(Br)cc2)c(-c2ccco2)c1C#N
-1	Cc1ccc(CNCc2cccnc2Oc2ccccc2)o1
-4	Cc1csc2nc(-c3cccc(NC(=O)c4cccc(F)c4)c3)cn12
12	COc1ccccc1N1CCN(CC(O)COc2ccc(C)cc2C(C)(C)C)CC1 (stereo not given)
2	COc1ccccc1CNC(=O)Cn1c(=O)oc2ccccc21
-14	CCC1CN(CCNC(=O)C2CC(=O)N(C(C)C)C2)Cc2cc(OC)ccc2O1 (stereo not given)
1	Cc1nc(-c2nc(C3CCCNC3)cc(=O)[nH]2)cs1 (stereo not given)
0	Cc1cc2n[nH]nc2c2nsnc12
9	Cc1cccc(Cc2c(C)[nH]c3nc4ccccc4n3c2=O)c1
7	O=C(c1cc2c(s1)CCCCCC2)N1CCN(c2ncccn2)CC1
1	CCCn1ncc(-c2ccnc(NCCc3ccccn3)n2)c1C
-1	CCc1cccc2c(C(c3ccc(C)cc3)c3c[nH]c4c(CC)cccc34)c[nH]c12
-5	CCNC(=O)c1cc2c(=O)n3cc(C)ccc3nc2n1C

For reference, 2 of the compounds above.
RBX1-CUL1 inh	Structure
5	Cc1ccc(NC(=O)CN2C(=O)CCc3ccccc32)cc1C
-6	COC(=O)N=c1n(CC(=O)c2ccc(OC)cc2)c2ccccc2n1Cc1ccccc1

(more compounds)
RBX1-CUL1 inh	Structure
-1	COC(=O)c1ccc(COc2ccccc2Cl)o1
8	O=C1c2ccccc2C(=O)N1/N=C/c1ccccc1[N+](=O)[O-]
2	COc1cccc(NC(c2nnc(-c3ccccc3)o2)c2ccc(F)cc2Cl)c1 (stereo not given)
1	COc1cccc(CN2CCCC3(CCN(CCC(C)C)C3)C2=O)c1 (stereo not given)
-4	CCCCc1ccc(NC(=S)N2CCN(Cc3ccccc3)CC2)cc1
-1	COCCc1nn2c(=O)cc(COC(=O)COc3ccccc3C)nc2s1
-9	Cc1cccc(NS(=O)(=O)c2ccc(NC(=O)CN(c3cccc(F)c3)S(C)(=O)=O)cc2)c1
-1	Cc1cc(OCC(O)CN2CCN(Cc3ccccc3)CC2)cc(C)c1Cl (stereo not given)
7	Clc1ccc(OCc2ccccc2Cl)c(/C=N/Nc2cc(N3CCCC3)nc(N3CCCC3)n2)c1
-2	C1=CC2C(C1)C1CC2C2N=NC(c3ccccc3)(c3ccccc3)C12 (stereo not given)
-1	CCOC(=O)c1c(C)sc(Sc2ccc(Cl)cc2N)c1OC(C)=O
3	CC/C(=N/OC(=O)c1cccs1)c1ccccc1O
6	COc1nc(NC(C)(C)CO)nc(OC)n1
0	Cc1ccccc1C(=O)Nc1nc2nc(C)c(C)c(=O)n2[nH]1
-3	CCN1/C(=C2/SC(=S)N(NC(C)=O)C2=O)Sc2ccc(Cl)cc21
-2	CCOc1ccc(-c2nc3ccccc3c(=O)o2)cc1
3	CCOC(=O)c1cccc(NC(=O)N2Cc3ccccc3Oc3ncccc32)c1
9	Cc1ccc(NC(=O)CSC2=NC(=O)CC(=N)N2c2ccccc2)cc1
2	CC#CCN1C(=O)NC(CCCc2ccccc2)(C2CCN(C(=O)/C=C/c3ccccc3)CC2)C1=O (stereo not given)
3	Nc1nnc(SCc2cccc(CSc3nnc(N)s3)n2)s1
5	Cc1cc(C)c2nc(Nc3nc4c(c(=O)[nH]3)CCCC4)nc(C)c2c1
-2	CNc1nc(Nc2ccc(OC(F)(F)F)cc2)nc(N2CCN(C34CC5CC(CC(C5)C3)C4)CC2)n1
-1	CC(=O)N1CCN(c2ccc(NC(=O)c3ccccc3Cl)cc2Cl)CC1
-8	CN1C=CC2=S1N(c1ccccc1)N=C2N=Nc1ccccc1 (stereo not given)
-7	CCCn1ncc(-c2ccnc(NCc3ccsc3)n2)c1C
-6	CC(=O)c1ccc(NC(=O)CCc2c(C)nc3c(c(C)nn3-c3ccc(C)cc3)c2C)cc1
1	Cc1nnc(SCC(=O)Nc2cc(F)ccc2F)s1
0	CN(C)/C=C1/N=C2C=C(c3ccccc3)c3cc(Cl)ccc3N2C1=O
-5	Cc1ccc(NC(=O)CN2CCN(c3ccccc3F)CC2)cc1Cl
9	COc1ccc(-n2nc3c(N4CCCC(C(=O)NCc5cccc(F)c5)C4)nnc(C)c3c2C)cc1 (stereo not given)
4	COCCCNC(=O)CCn1c(=O)c2ccccc2n(CC(=O)Nc2cc(Cl)ccc2OC)c1=O
-7	NC(=O)c1ccc(C2CCCN2C(=O)c2cccc(-c3cn[nH]c3)c2)s1 (stereo not given)
3	c1ccc(-c2nc3ccccc3o2)nc1
-4	Cc1ccc(C(=O)C2C(=O)C(=O)N(Cc3ccco3)C2c2cccc(Cl)c2)o1 (stereo not given)
7	c1ccc(N2CCN(CN3CCN(c4ccccc4)CC3)CC2)cc1
16	O=C1C=C(C(F)(F)F)c2cccc3cccc1c23
12	CCCC(=O)Nc1cccc(Cl)c1Cl
-1	O=c1[nH]n(-c2cc(Cl)cc(Cl)c2)c(O)c1C=C1C=Nc2ccccc21
6	CS(=O)(=O)N1CCc2cc(C(=O)N3CCN(c4cccc(Cl)c4)CC3)ccc21
0	O=C(C1CCCC1)N1CC[C@@H](N2CCN(c3ccccc3F)CC2)[C@H](O)C1
4	Cc1cc(C)c(NC(=O)C2CCN(C(=O)N3CC(C)Oc4ccc(Cl)cc43)CC2)c(C)c1 (stereo not given)
-7	COc1ccccc1-n1c(C)cc(/C=C2/C(=N)N3N=C(SCc4ccccc4)SC3=NC2=O)c1C
-5	O=C(NN1C(=O)c2ccccc2C1=O)C1CCCCC1
-4	CCNS(=O)(=O)Cc1ccccc1F
3	COc1ccc(-c2nc3ccc(NS(=O)(=O)c4ccc(C)cc4)cc3o2)cc1
4	CCOc1ccc(-c2nnc3n2NC(C)(c2ccccc2)S3)cc1 (stereo not given)
-7	O=C(Nc1ccc(-c2nc3ccccc3o2)c(O)c1)c1ccccc1
1	COc1ccccc1C(=O)NCc1ccc(-c2nc3ccccc3s2)cc1
-2	C#CCOc1ccc(Br)cc1C1C2=C(CC(C)(C)CC2=O)N(C)C2=C1C(=O)CC(C)(C)C2
3	CCC(COC)NC(=O)c1cn(Cc2c(F)cccc2F)nn1 (stereo not given)

Part of the list above, comma-delimited.
SMILES,RBX1-CUL1 inh
O=c1[nH]n(-c2cc(Cl)cc(Cl)c2)c(O)c1C=C1C=Nc2ccccc21,-1
CS(=O)(=O)N1CCc2cc(C(=O)N3CCN(c4cccc(Cl)c4)CC3)ccc21,6
O=C(C1CCCC1)N1CC[C@@H](N2CCN(c3ccccc3F)CC2)[C@H](O)C1,0
Cc1cc(C)c(NC(=O)C2CCN(C(=O)N3CC(C)Oc4ccc(Cl)cc43)CC2)c(C)c1 (stereo not given),4
COc1ccccc1-n1c(C)cc(/C=C2/C(=N)N3N=C(SCc4ccccc4)SC3=NC2=O)c1C,-7

Individual results from the list.
`COCCN1C(=O)C(C(c2ccc(OC)cc2)N2CCCCC2)C(=O)C=C1C` (stereo not given) – RBX1-CUL1 inh = -5
`COCCc1nn2c(=O)cc(COC(=O)COc3ccccc3C)nc2s1` – RBX1-CUL1 inh = -1
`c1ccc(-c2nc3ccccc3o2)nc1` – RBX1-CUL1 inh = 3

3 compounds already listed, ordered by molar mass, lowest first.
RBX1-CUL1 inh	Structure
3	CCC(COC)NC(=O)c1cn(Cc2c(F)cccc2F)nn1 (stereo not given)
-7	NC(=O)c1ccc(C2CCCN2C(=O)c2cccc(-c3cn[nH]c3)c2)s1 (stereo not given)
4	Cc1cc(C)c(NC(=O)C2CCN(C(=O)N3CC(C)Oc4ccc(Cl)cc43)CC2)c(C)c1 (stereo not given)
